# RAM inhibit: inhibitors of the yeast RAM network. inhibition, % at 50 µM. S. cerevisiae dse1pr::URA3 reporter, 5-FOA growth OD615, 2 d; analog-sensitive cbk1-as2 kinase mutant strain. 1.8% of 190,000 active;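 active means inhibition above a set limit, 3 SD over mean compound inhibition, cut at about 8.4% in these data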;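 further: 0% = DMSO-only wells with no growth and 100% = 10 µM 1-NA-PP1 full growth; inhibition rescues growth on 5-FOA so higher OD means more RAM inhibition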
# bIAP inh: intestinal alkaline phosphatase (bovine) inhibition; purified bovine IAP, CDP-star luminescence, 30 min; inhibition, % at 20 µM; 190,000 tested, under 10 active;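 active means over 50% inhibition of intestinal alkaline phosphatase at 20 µM in the single-dose screen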
#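 System: Purified bovine intestinal alkaline phosphatase (IAP) enzyme | Input: IAP diluted 1/65,000,000 in the well | Also added: CDP-star chemiluminescent phosphatase substrate, 30 µM final | Dosing: 20 µM single dose | Times: Enzyme reaction for 30 min at room temperature | Detection: Luminescence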
# TNAP act hi DEA: increases human TNAP activity under high phosphate acceptor concentration | P05186 | purified TNAP, CDP-star luminescence, 1 M DEA, 30 min; active compounds read high; 0 = EDTA background, 1 = DMSO-only activity | activation factor at 20 µM | 200,000 tested, under 10 active | AID 1136;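 active means activation factor at least 2 at 20 µM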
#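 Control set: EDTA negative control, DMSO positive control / Assay system: human TNAP / Quantity: TNAP 1/800 final / Evaluation: TNAP activation factor scaled between EDTA and DMSO control wells / Measured by: luminescent substrate turnover signal / Compound dosing: one dose, 20 µM / Times: 30 min enzyme reaction at room temperature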
# APP 5UTR inh: APP translation inhibition; SH-SY5Y APP 5'UTR-luciferase reporter, luminescence; 0.82% of 190,000 active; inhibition, % at 2 µM;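 active means inhibition above a set limit, derived from the sample mean plus 3 SD, cut at about 45% in these data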; further: values of inactives mirror those of a sister screen read the other way
# bIAP activator: intestinal alkaline phosphatase (bovine) activation; purified bovine IAP, CDP-star luminescence, 30 min; active compounds read high; fold of DMSO-control signal, blank-subtracted; activation factor at 20 µM; 0.17% of 200,000 active; AID 1016;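 active means activation factor of 2 or more at 20 µM, a signal rise over negative controls twice the positive control's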
# TNAP inh noacc: blocks human TNAP activity with no phosphate acceptor present; inhibition, % at 20 µM; AID 1012; 0.26% of 200,000 active; purified TNAP, CDP-star luminescence, 30 min;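 active means tissue-nonspecific alkaline phosphatase inhibition above about 50% at 20 µM in the single-dose screen, limit read from the data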;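 further: 0% = DMSO negative control and 100% = EDTA positive control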
# L major viab: inhibitors of Leishmania major promastigote growth. Leishmania major promastigotes, resazurin fluorescence viability. inhibition, % at 10 µM. 9% of 200,000 active; in the data active means inhibition above about 50%;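 further: promastigotes grown with compound for 44 hours at 28 °C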
# FLuc inh counter: Photinus pyralis luciferase inhibition counter-screen; P08659; ATPLite firefly luciferase biochemical luminescence, 10 min; inhibition, % at 10 µM; 1.5% of 200,000 active; AID 1006;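 active means inhibition above about 50% when tested at 10 µM, limit read from the data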
# Target sequence (P08659 whole entry, looked up): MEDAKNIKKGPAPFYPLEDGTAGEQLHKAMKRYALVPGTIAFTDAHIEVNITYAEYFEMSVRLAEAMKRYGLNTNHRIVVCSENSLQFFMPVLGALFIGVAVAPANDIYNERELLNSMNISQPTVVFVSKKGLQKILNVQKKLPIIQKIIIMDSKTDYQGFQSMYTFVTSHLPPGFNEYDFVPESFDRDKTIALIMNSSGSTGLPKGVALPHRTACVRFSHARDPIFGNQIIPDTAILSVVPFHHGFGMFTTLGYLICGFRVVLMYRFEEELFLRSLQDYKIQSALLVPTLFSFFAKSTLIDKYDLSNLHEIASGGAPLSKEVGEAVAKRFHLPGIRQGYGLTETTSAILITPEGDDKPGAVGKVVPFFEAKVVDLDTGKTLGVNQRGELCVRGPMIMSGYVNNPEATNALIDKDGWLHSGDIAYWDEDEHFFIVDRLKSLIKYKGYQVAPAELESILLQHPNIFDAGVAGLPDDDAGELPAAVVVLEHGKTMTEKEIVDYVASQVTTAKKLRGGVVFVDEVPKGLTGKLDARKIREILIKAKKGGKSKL
# TNAP inh hiacc: inhibitors of human TNAP at high phosphate acceptor concentration. 0.03% of 200,000 active. inhibition, % at 20 µM. AID 1135. P05186. purified TNAP, CDP-star luminescence, 1 M DEA;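 active means over 50% inhibition of tissue-nonspecific alkaline phosphatase at 20 µM in the single-dose screen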;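 further: plate controls were DMSO wells for no effect and EDTA-quenched wells as full inhibition for full effect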
# FLuc stim CS: firefly luciferase counter-screen for stimulation assays; 200,000 tested, under 10 active; AID 1027; ATPlite luciferase biochemical, luminescence, 10 min; 0 = ATP-free wells, 1 = DMSO control; activation factor at 10 µM;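 active means luciferase activation factor, scaled between plate controls, of at least 2 with compound at 10 µM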
#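 Assay system – cell-free luciferase reagent · Medium – PBS-based ATP solution · Dosing – test compounds dosed from 2 mM stocks in 100% DMSO · Timing – 10 min, room temperature · Technique – light output (luminescence) · Measure – luminescence gain marking luciferase activators · Controls – No-ATP low control, compound-free enzyme-plus-ATP high control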
# The depositor's hits bear a star; . = not tested or not shown; & = joins results of further samples. Not all compounds are listed; rates above refer to the full screens.
# Values run as follows: RAM inhibit	bIAP inh	TNAP act hi DEA	APP 5UTR inh	bIAP activator	TNAP inh noacc	L major viab	FLuc inh counter	TNAP inh hiacc	FLuc stim CS
O=C1NC(=O)N(c2ccccc2)C(=O)/C1=C\c1ccc2c3c(cccc13)CC2
→ 1.0	15	1	-7	0.9	-1	2	-8	-3	1.1
Cc1ccc(O)c(CN2CCN(c3ccccc3)CC2)c1
→ 2.4	18	1.1	0	0.8	-10	15	-18	-6	1.2
CN1C(=O)C(=CN2CCN(C(=O)c3ccco3)CC2)C(=O)N(C)C1=S
→ 2.3	5	1	-3	0.9	0	-1	-11	-1	1.1
Cc1ccccc1OCCN=Cc1c(O)n(C)c(=O)n(C)c1=O
→ 0.3	3	1	6	1	-6	2	-2	-2	1
CCC(C(=O)N1CCC2(CC1)OCCO2)c1ccccc1 (stereo unspecified)
→ -0.3	-1	1	9	1	0	-6	2	1	1
Cc1ccccc1NP(=O)(Oc1ccccc1F)Oc1ccccc1F
→ 2.5	3	1	-16	1	-12	33	-3	-4	1
CN(C)c1ccc2c(c1)N=C(c1ccco1)OP2(=S)N1CCOCC1 (stereo unspecified)
→ 0.0	7	1	-50	0.9	-12	0	12	-4	0.9
O=C(c1cccn2c(=O)c3ccc(Cl)cc3nc12)N1CCC2(CC1)OCCO2
→ 4.0	-8	1.1	-12	1.1	-16	-3	-6	-8	1.1
COc1ccc2c(c1)c(C(=O)CN1CCN(C)CC1)c(C)n2Cc1ccccc1
→ 2.4	-17	1	11	1.2	-12	34	-5	-4	1
CC(C(=O)c1c[nH]c2ccccc12)N1CCSCC1 (stereo unspecified)
→ -0.4	-2	1	-11	1	-10	9	-5	-3	1
CCn1c(=O)n(CC)c2cc([N+](=O)[O-])c(N3CCNCC3)cc21
→ 1.5	14	1	-13	0.9	1	-3	-2	4	1
C=CCN1C(=O)C2(C(C(=O)OCC)=C(N)Oc3ccccc32)C2=C1CCCC2=O (stereo unspecified)
→ -0.5	2	1	6	1	-10	-3	-8	-2	1.1
O=c1[nH]c(=O)n(-c2ccccc2)c(O)c1C=NC12CN3CN(CN(C3)C1)C2
→ 0.4	-18	0.9	-8	1.2	-8	-6	2	6	1
c1ccc(-c2[nH]c[n+](CC3CO3)c2-c2ccccc2)cc1 (stereo unspecified)
→ -0.5	-1	1	-2	1	-48	0	-6	4	1.1
O=C(c1n[nH]c(=O)c2ccccc12)N1CCC2(CC1)OCCO2
→ 1.5	3	1.1	-5	1	-6	-6	-11	-6	1.1

# Next part
# Values run as follows: RAM inhibit	bIAP inh	TNAP act hi DEA	APP 5UTR inh	bIAP activator	TNAP inh noacc	L major viab	FLuc inh counter	TNAP inh hiacc	FLuc stim CS
COc1ccc(CN2CCCCC2c2cccnc2)cc1C (stereo unspecified)
→ 1.3	6	1	-15	0.9	-10	44	-5	-2	1
Cc1cc(C)cc(N2C(=O)NC(=O)/C(=C\c3cc(C)n(C)c3C)C2=O)c1
→ 6.2	10	1	-4	0.9	3	1	-10	0	1.1
COc1ccc(C2C(C(=O)N3CCC4(CC3)OCCO4)CC(=O)N2c2ccc(OC)cc2)cc1 (stereo unspecified)
→ -0.5	-13	1	-14	1.1	-6	-6	0	3	1
COc1ccc(CN2CCN(Cc3ccccc3)CC2)c(OC)c1
→ 0.4	-12	1	-10	1.1	-11	-4	0	-2	1
CCOC(=O)C1=C(C)OC(N)=C(C(=O)OCC)[C@@]12C(=O)N(CC(N)=O)c1ccccc12
→ 0.8	2	1.1	-3	1	-6	1	-12	-7	1.1
C=Cn1ccnc1P(=S)(c1ccc(Cl)cc1)c1nccn1C=C
→ 1.2	-12	1	-3	1.1	-5	6	-4	0	1
OC1(c2ccc(F)cc2)CC2CCC(C1)N2Cc1nnnn1C1CCCC1 (stereo unspecified)
→ 0.1	-2	1.1	-6	1	-14	7	-7	-9	1.1
CN1CCN(c2ncnc(Cl)c2N)CC1
→ 4.6	3	1	0	1	0	-6	-7	-1	1.1
COc1cccc(C(=O)C2CCCN(C3CCOCC3)C2)c1 (stereo unspecified)
→ 3.7	11	1.1	11	0.9	-8	88*	-5	-6	1.1
CC1CCN(CC(=O)c2ccccc2Cl)CC1
→ 1.5	10	1	4	0.9	-4	-9	4	-4	1
O=C(CN1CCOCC1)Nc1ccc(Br)cc1C(=O)c1ccccc1
→ 1.8	10	1	7	0.9	-4	3	-7	-2	1.1
CC(Cc1ccccc1)NC(=O)/C=C/c1ccc(Cl)cc1 (stereo unspecified)
→ 4.3	.	1	-1	0.4	-11	-2	-5	-4	1
O=C1/C(=C/c2ccc([N+](=O)[O-])cc2)N2CCC1CC2
→ 1.5	0	1	6	1	-6	27	-6	1	1.1
COc1cc(CNCCc2ccc3c(c2)OCO3)cc(OC)c1OC
→ 1.2	6	1	-38	0.9	-11	-1	-8	-5	1.1
Cc1cc2c(C(C)C)c(O)c(O)c(C=O)c2c(O)c1-c1c(C)cc2c(C(C)C)c(O)c(O)c(C=O)c2c1O
→ 5.7&5.0	11	0.8	16&-3	0.9	17	-13&-8	-7	18	1.1

# (further entries)
# Values run as follows: RAM inhibit	bIAP inh	TNAP act hi DEA	APP 5UTR inh	bIAP activator	TNAP inh noacc	L major viab	FLuc inh counter	TNAP inh hiacc	FLuc stim CS
O=c1c2ccccc2nc(CSc2ncnc3nc[nH]c23)n1-c1ccc(Cl)c(Cl)c1
→ 3.5	-14	1	-9	1.1	12	-3	-5	1	1
CC(C)COc1ccc(C2(C#N)CC[N+](C)(C)CC2)cc1
→ 1.0	4	1	2	1	-13	-8	-4	-2	1
CCCC12CN3CC(CCC)(CN(C1)C3c1ccccn1)C2=O (stereo unspecified)
→ 1.0	2	1	14	1	-2	18	-6	-5	1.1
COCCNC(=O)c1c(N)n(CCC(C)C)c2nc3ccccc3nc12
→ 2.9	-18	1.1	3	1.2	0	100*	-8	-5	1.1
C[C@@H]1CC2(CCCC[N+]2(C)C)C[C@H]1C
→ -0.3	7	1	3	0.9	-13	-2	-7	-3	1.1
CCOc1ccc(CN(CCCl)CCCl)cc1C(=O)OC
→ 2.3	-1	1	2	1	-11	-4	-7	-4	1.1
CC(=O)NC1CC2CCCC(C1)N2 (stereo unspecified)
→ -0.7	-2	1	-1	1	-7	-3	2	-4	1
CC1(C)CC(=O)c2cc(OCC(=O)N3CCN(Cc4ccccc4)CC3)ccc2O1
→ 1.0	-5	1.1	-6	1.1	-18	1	-6	-5	1.1
Cc1cc(C)nc(-n2c(C)nc3cc(Cl)ccc3c2=O)c1
→ 0.2	10	1	-14	0.9	-3	5	-4	2	1
O=C(Nc1ccccc1)c1cccn(Cc2ccccc2)c1=O
→ 9.2*	-1	1	-43	1	-1	15	15	1	0.8

# From PubChem BioAssay
